HTT cytoprotect: qHTS Multiplex Assay to Identify Dual Action Probes in a Cell Model of Huntington: Cytoprotection (ATP). PC12 HTT-Q103 induced, cytoprotection, ATP luminescence, 40 h. Potency, µM (top dose mostly 56.4 µM), inactives show cytoprotection (ATP increase), hits mostly activators. actives 0.14% (n = 230,000). AID 1471, 2008;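 further: potency means the concentration at half of the fitted maximal effect; % of control where 0% means no effect; nearly all actives have a fitted effect of over 45% in size; toxic huntingtin expression switched on by the ecdysone agonist tebufenozide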
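PC12 cells with ecdysone-inducible HTT exon 1 Q103-GFP, induced with 100 nM tebufenozide and co-treated with library compounds in a dose series (1536-well, 1500 cells/well). Cytoprotection read as ATP content by ATPlite luminescence.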
aGlu spleen mod: qHTS Assay for Inhibitors and Activators of Human alpha-Glucosidase From Spleen Homogenate; Lysosomal alpha-glucosidase (Homo sapiens), P10253; human spleen homogenate, 4-MU-alpha-glucoside fluorescence; Potency, µM (titrated, usually from 79.9 µM), for inactives: at the highest dose activity change, negative = inhibition, actives largely listed as inhibitors; actives 0.006% (n = 240,000); AID 2112, 2009;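 further: potency means the concentration at half of the fitted maximal effect; 0% = enzyme with vehicle and -100% = no enzyme basal signal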
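Human spleen homogenate (1 ug) with 4-methylumbelliferyl-alpha-D-glucopyranoside (1 mM final) in 50 mM citrate/phosphate pH 5.0, 0.01% Tween-20; 40 min at 37 C. Stopped at pH 10; 4-MU fluorescence Ex 365/Em 440 nm; AC50 by Hill fit.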
HttQ103 aggreg: qHTS Multiplex Assay to Identify Dual Action Probes in a Cell Model of Huntington: Aggregate Formation (GFP); PC12 HttQ103-GFP aggregates, Acumen cytometry, 40 h; Potency, µM (series often up to 46.1 µM), for inactives: at the top dose activity change, negative = inhibition, usual class: inhibitors; actives 1.1% (n = 220,000); further: potency means the concentration at half of the fitted maximal effect; on the % scale 0 is the no-effect control and ±100 the full control effect; nearly all actives have a fitted effect of over 60% in size
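Huntingtin Q103 exon 1–GFP aggregates in induced PC12 cells (100 nM tebufenozide) were quantified by cytometry from lysates, with compounds dosed in titration.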
GAA inhib: qHTS Assay for Inhibitors of Human alpha-Glucosidase as a Potential Chaperone Treatment of Pompe Disease; Lysosomal alpha-glucosidase (Homo sapiens), P10253; purified human GAA, 4-MU-alpha-glucoside fluorescence; Potency, µM (doses to about 76.9 µM), for the others: at the top dose activity change, negative = inhibition, most hits filed as inhibitors; actives 0.005% (n = 200,000);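 further: potency means the concentration at half of the fitted maximal effect; plate controls were uninhibited enzyme wells for no effect and no-enzyme background for full effect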
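Human alpha-glucosidase, 4 nM, pre-mixed with test compounds before 400 uM 4-methylumbelliferyl substrate; 20 min room temperature at pH 5.0. Fluorescence read after pH 10 stop; AC50 values from Hill-equation fits.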
LMNA splice mod: qHTS Assay for Modulators of Lamin A Splicing; HeLa LMNA splicing GFP/RFP minigene ratio, 48 h; Potency, µM (highest dose often 46.1 µM), inactives show at the highest dose ratio change, negative = inhibition, usual class: inhibitors; actives 0.01% (n = 200,000); active means well fitted inhibition curve with a large enough effect in the signal ratio, with a control signal flat, not every such curve was filed as active; inconclusive means small, poorly fitted or top-dose-only effect, or effect the other way, or a change in a side signal; the % refers to the signal ratio; further: potency means the concentration at half of the fitted maximal effect; on the % scale 0 is the no-effect control and ±100 the full control effect
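S3 HeLa cells stably expressing lamin A-EGFP splicing minigene plus DsRed2, 600 cells/well, 48 h compound exposure at 37C. Laser-scanning cytometry; analysed as GFP (500-530 nm)/RFP (575-640 nm) total intensity ratio; 0.5% DMSO vehicle.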
GAA glycogen: qHTS Assay for Inhibitors and Activators of Human alpha-Glucosidase Cleavage of Glycogen; Lysosomal alpha-glucosidase (Homo sapiens), P10253; recombinant GAA, glycogen substrate, Amplex Red glucose oxidase fluorescence; Potency, µM (doses to about 76.4 µM), inactives show at the top dose activity change, negative = inhibition, usual class: inhibitors; actives 0.38% (n = 300,000); AID 2100, 2009;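 further: potency means the concentration at half of the fitted maximal effect; 0% = full enzyme reaction and -100% = no-enzyme basal signal; the screen sought inhibitors and activators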
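Recombinant human enzyme (4 nM); glycogen substrate; 37 C, 40 min, pH 5.0. Readout: coupled glucose oxidase/Amplex Red fluorescence.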
CBFb RUNX1 block: qHTS Assay for Compounds Blocking the Interaction Between CBF-beta and RUNX1 for the Treatment of Acute Myeloid Leukemia. AlphaScreen CBFb-His/RUNX1-biotin binding, biochemical. Potency, µM (titrated, usually from 59.8 µM), without a hit: at the top dose activity, negative = inhibition, most hits filed as inhibitors. AID 1477, 2009. Runt-related transcription factor 1 (Homo sapiens) + Core-binding factor subunit beta …. 230,000 tested, under 10 active; further: % of control where 0% means no effect
Target sequence (Q01196 whole entry, looked up): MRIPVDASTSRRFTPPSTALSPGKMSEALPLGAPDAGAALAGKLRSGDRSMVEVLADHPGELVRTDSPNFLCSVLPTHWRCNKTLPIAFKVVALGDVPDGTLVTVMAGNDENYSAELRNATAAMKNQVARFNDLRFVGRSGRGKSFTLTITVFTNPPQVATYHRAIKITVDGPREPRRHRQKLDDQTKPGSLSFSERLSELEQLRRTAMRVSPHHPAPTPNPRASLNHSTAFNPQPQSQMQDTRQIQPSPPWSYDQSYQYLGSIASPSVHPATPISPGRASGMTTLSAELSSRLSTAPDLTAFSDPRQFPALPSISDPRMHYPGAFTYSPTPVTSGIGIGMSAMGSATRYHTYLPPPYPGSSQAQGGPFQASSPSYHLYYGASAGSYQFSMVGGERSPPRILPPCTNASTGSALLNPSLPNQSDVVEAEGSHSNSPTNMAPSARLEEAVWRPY
Target sequence (Q13951 whole entry, looked up): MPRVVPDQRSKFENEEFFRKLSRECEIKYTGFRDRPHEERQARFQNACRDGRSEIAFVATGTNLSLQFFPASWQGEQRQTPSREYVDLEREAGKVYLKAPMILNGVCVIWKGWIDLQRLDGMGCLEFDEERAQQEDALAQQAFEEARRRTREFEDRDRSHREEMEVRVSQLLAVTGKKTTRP
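CBF-beta (His) and RUNX1 (biotin), 30 nM each; 20 min preassociation; + compound, 15 min; + beads 50 ng each (Ni, streptavidin), 90 min; RT; AlphaScreen read.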
An asterisk follows results filed as active; ? = inconclusive; · = not tested or not shown; & = joins results of further samples; [ ] = remark or other dose. Unless noted, the call rests on the fitted dose curve; in most records, active means well fitted curve in the direction sought with a large enough effect; inconclusive means small, poorly fitted or top-dose-only effect, or another doubt; inactive means no such curve, though single readings can be large; an effect the other way counts as inactive or inconclusive.

SMILES	HTT cytoprotect	aGlu spleen mod	HttQ103 aggreg	GAA inhib	LMNA splice mod	GAA glycogen	CBFb RUNX1 block
Cc1cccc(N2CCN(C(=O)Cc3ccc(Br)cc3)CC2)c1C	-28.1%	-5.4%	?	-4.0%	?	-13.8%	9.8%
Cc1ccc(Cl)cc1N1CCN(S(=O)(=O)c2c(C)[nH]c(=O)[nH]c2=O)CC1	-18.8%	5.3%	-2.8%	-3.9%	20.4%	7.3%	0.6%
Cn1c(=O)c2[nH]c(-c3ccccc3)c(O)c2n(C)c1=O	6.3%[10 µM]	-4.7%	-3.1%	-3.3%	-2.4%	?	4.7%
NC(=O)CC(NC(=O)Cc1ccc(Br)cc1)c1ccc(N2CCC(Br)CC2)c([N+](=O)[O-])c1 (centres undefined)	3.2%[10 µM]	-8.4%	10.8%[9.22 µM]	·	·	1.4%	-14.2%
CSc1nc(-c2ccccc2)nc(C(Cl)Cl)n1	-28.8%[10 µM]	-4.6%	11.2µM*	5.1%	?	3.2%	19.8%
CCCCCCCC1CC(CSC(=N)N)OC1=O (centres undefined)	7.7%	-1.9%	?	-2.8%	23.7%	-9.4%	2.2%
COCCCN1CN=C(Nc2nc3ccccc3o2)NC1	·	-2.4%	17.6%	-2.3%	·	-11.5%	2.0%
COC(=O)CN1C(=O)N/C(=C/c2ccc(OC)c(C)c2OC)C1=O	-32.8%[inhibitor]	·	-0.2%	-10.3%	·	5.2%	11.8%
CCOC(=O)c1c(NC=O)sc2c1CCC2	19.4%	3.4%	3.6%	-4.3%	7.3%	-9.4%	-0.1%
CNC(=S)N1CCc2sccc2C1C (centres undefined)	4.3%[10 µM]	4.5%	-1.8%[9.22 µM]	5.0%	·	5.9%	7.6%
OC(CN1C2=NCCCN2c2ccccc21)c1ccc(Cl)cc1 (centres undefined)	2.4%	-2.2%	20.3%	-2.5%[15.4 µM]	-7.4%	-5.2%	6.7%
Cc1ccc(-c2cccc(OC(=O)c3ccccc3F)c2)cc1	-18.0%	-10.7%	-17.1%	-1.8%	0.5%	8.1%	1.6%
CN(CCCNC(=O)c1cccc(N2CCCC2=O)c1)c1ccccc1	-7.5%[1.9 µM]	-3.5%	-6.9%	-1.3%	-2.6%	-21.1%	7.0%
Cc1[nH]nc2c1C1(CCN(C(=O)c3ccccc3)CC1)C(C#N)=C(N)O2	7.9%[10 µM]	5.5%	-15.6%	7.7%	10.5%	-11.0%	6.5%
Clc1ccc2c(c1)-c1nnc(Br)n1-c1ccccc1S2	-16.0%[10 µM]	3.4%	7.4%	-10.3%	-4.5%	1.5%	-4.5%
COCCn1c(SCC(=O)Nc2ccccc2OC)nc2c(oc3ccccc32)c1=O	-25.4%	2.2%	?	-1.2%	·	3.6%	-26.1%
Cc1nn(C)c(Oc2ccccc2)c1CCNC(=O)CCl	20.6%[10 µM]	-7.2%	9.7%[9.22 µM]	·	·	8.6%	6.6%
CC(C)(C)n1cnnc1Sc1ccc([N+](=O)[O-])cn1	4.8%[10 µM]	0.6%	4.5%[9.22 µM]	-0.1%	·	1.3%	3.3%
CC(=O)Oc1cc(C)c(OC(C)=O)c2ccccc12	-97.9%[inhibitor]	·	?	·	?	·	·
CC(=O)c1csc(-c2ccccc2)n1	-18.2%	-1.7%	0.5%	-20.5%	·	0.4%	0.4%
O=C(CSc1ccc(-c2ccccc2)nn1)c1cccs1	-20.2%[10 µM]	4.4%	24.9%	-22.0%	·	-16.1%	1.8%
CCNC(=O)Nc1ccc(-n2nc(C)c(C(=O)OCC)c2C)nc1	2.7%[10 µM]	-0.9%	-1.6%	5.9%	12.0%[46 µM]	4.6%	-0.1%
COc1ccc(Nc2nc(N)nc(CSc3nncn3C)n2)cc1	-37.6%	-2.0%	-4.8%	-6.4%	6.4%	-4.3%	0.0%
COc1cccc(C2=NOC(C(=O)Nc3cc(C)on3)C2)c1OC (centres undefined)	17.6%[10 µM]	-4.6%	-5.9%[9.22 µM]	·	·	8.0%	5.5%
CCCN1CCN(C(=O)C2CCN(S(=O)(=O)c3ccc4c(c3)oc(=O)n4C)CC2)CC1	10.8%	?	15.0%	-0.5%	0.0%	5.9%	4.8%

Next section
SMILES	HTT cytoprotect	aGlu spleen mod	HttQ103 aggreg	GAA inhib	LMNA splice mod	GAA glycogen	CBFb RUNX1 block
CC(=O)O/N=C/c1c(NCc2ccccc2)nc2c(C)cccn2c1=O	7.5%[10 µM]	-1.9%	13.0%[9.22 µM]	·	·	2.3%	10.6%
CN(C)c1nc(SCc2ccc(Cl)cc2)nc2c1CCCC2	26.0%[10 µM]	-10.6%	-7.4%	0.5%	?	0.9%	?
CN(C)c1ccc(/C=N/N2CCN(c3ccccn3)CC2)cc1	16.8%[10 µM]	-11.6%	4.6%[9.22 µM]	·	·	-14.9%	11.5%
O=C(Nc1nnc(-c2cccs2)o1)c1cccc(C(F)(F)F)c1	3.2%	4.8%	?	-2.0%	?	7.1%	-9.2%
CC(C)(C)C(=O)NC(=C(Cl)Cl)P(=O)(O)O	-29.9%	3.3%	4.3%	-0.9%	3.2%	-9.3%	1.0%
S=c1[nH]nc(-c2ccccn2)n1/N=C/c1cccs1	·	-0.6%	8.4%	-3.2%	-4.4%	0.4%	?
CC(=O)Nc1sc2c(c1C(c1ccc(Cl)cc1)N1CCOCC1)CCCC2 (centres undefined)	-38.6%[inhibitor]	0.4%	13.7%[9.22 µM]	-6.4%	?	-6.5%	-9.3%
COCCCNC(=O)CC(NCCCOC)C(=O)O (centres undefined)	21.8%[10 µM]	-3.8%	5.6%	-2.6%	-0.5%	8.2%	7.8%
CS(=O)(=O)c1ccc(C(=O)Nc2ccc(N3CCCC3)cc2)c(Cl)c1	-49.9%[inhibitor]	10.3%	7.8%	-2.8%	0.2%[46 µM]	?	?
CCC(C(=O)Nc1ncc(C)s1)c1ccccc1 (centres undefined)	-12.5%	-0.5%	29.2%	5.0%	·	-0.3%	6.4%
COc1ccc2nc(Nc3nc4cc5c(cc4s3)OCCO5)sc2c1	-3.0%[10 µM]	0.4%	-0.3%	0.7%	?	-6.2%	-1.5%
CC(C)c1ccc2c(c1)[C@H]1OCC[C@H]1[C@@H](c1cccs1)N2	·	5.6%	-19.9%	-4.1%	?	?	2.6%
O=C(Cc1cccs1)NCCc1csc(-c2ccccc2)n1	16.4%[10 µM]	-1.9%	18.0%[9.22 µM]	·	·	-1.1%	-5.4%
Cc1nc2ccccc2n1Cc1ccc(Cl)cc1	18.7%	·	7.2%	·	·	16.5%[76.3 µM]	·
CCOC(=O)c1cc(C)n(-n2cnnc2)c1C	-3.6%[0.074 µM]	-1.8%	12.8%	-4.9%	-10.0%	-3.6%	-3.4%
O=C(Nc1cccc(S(=O)(=O)C(F)F)c1)c1ccc(Cl)c(S(=O)(=O)N2CCOCC2)c1	15.5%[10 µM]	-11.6%	-31.0%	-1.0%	?	-2.7%	4.0%
CC1CCN(c2c(NCC3CCC(C(=O)N4CCCCC4)CC3)c(=O)c2=O)CC1 (centres undefined)	-8.1%	-1.9%	-1.9%	-4.7%	4.9%	9.2%	1.4%
Cn1c(=O)c2cc3ccccc3nc2n(C)c1=O	34.0%[10 µM]	-9.2%	-12.3%[9.22 µM]	·	·	3.6%	4.8%
O=C(NCc1ccc2c(c1)OCO2)c1cc(=O)[nH]c2ccccc12	3.4%[10 µM]	2.5%	13.5%[9.22 µM]	·	·	4.8%	12.3%
CCCCC[C@H](O)/C=C/C=C\C/C=C\C=C\[C@@H](O)CCCC(=O)O	1.2%	-2.2%	·	·	·	·	-7.9%
CC(C)(C)NC(=O)[C@H]1CC[C@H]2[C@@H]3CC[C@H]4NC(=O)C=C[C@]4(C)[C@H]3CC[C@]12C	·	4.3%&-4.4%	·	-9.1%[15.4 µM]	?	3.0%	4.0%&6.8%
Cc1ccc(-c2nnc(CSc3nc4cc5c(cc4cc3C)OCO5)o2)cc1	-21.0%[10 µM]	-1.6%	-16.9%	-7.1%	?	-4.6%	15.3%
CCCCNC(=O)/C(C#N)=C/c1cccnc1	20.1%[10 µM]	-0.2%	5.6%	?	-11.1%	4.6%	4.3%
CCCS(=O)(=O)N1CCCC(C(=O)NCCCOC(C)C)C1 (centres undefined)	-6.7%	2.6%	16.6%	1.3%	9.5%	-0.1%	-1.5%
Cc1sc2nc(CSc3ccccc3)nc(N3CCOCC3)c2c1C	·	0.7%	-9.0%	0.1%	?	-6.3%	?

Quoted from the listing:
CCCCCCCC1CC(CSC(=N)N)OC1=O (centres undefined) @ GAA inhib: -2.8%
Cc1ccc(Cl)cc1N1CCN(S(=O)(=O)c2c(C)[nH]c(=O)[nH]c2=O)CC1 @ HTT cytoprotect: -18.8%

Following part
SMILES	HTT cytoprotect	aGlu spleen mod	HttQ103 aggreg	GAA inhib	LMNA splice mod	GAA glycogen	CBFb RUNX1 block
CCNc1ncc2nc(-c3cc(F)cc(F)c3)c(=O)n(Cc3ccc(F)cc3)c2n1	?	-4.6%	·	·	-7.3%	·	·
NC(=O)NCc1ccc(F)cc1	-1.9%	-4.1%	-1.4%	-2.1%	·	8.7%	8.8%
Cc1sc2nc(CSc3cccc(C(F)(F)F)c3)[nH]c(=O)c2c1C	4.5%[10 µM]	-2.4%	2.1%	-6.6%	-11.8%	14.0%	-2.3%
COc1ccc(C2CC(c3ccccc3Cl)Nc3ncnn32)cc1OC (centres undefined)	-9.9%[10 µM]	3.5%	1.7%	-4.5%	4.0%	3.3%	10.7%
Cn1c(Cc2cccs2)nnc1SCC(=O)N1CCc2ccccc21	1.4%	-4.2%	14.4%	-3.9%	4.0%	0.3%	19.0%
CCNc1nc(NCC)nc(OCC(=O)O)n1	36.7%[10 µM]	-2.8%	36.7%[9.22 µM]	·	·	-7.5%	15.0%

Shown as a hit in HttQ103 aggreg (from the list above):
| SMILES | aGlu spleen mod | HttQ103 aggreg | GAA inhib | LMNA splice mod | GAA glycogen | CBFb RUNX1 block |
| --- | --- | --- | --- | --- | --- | --- |
| CSc1nc(-c2ccccc2)nc(C(Cl)Cl)n1 | -4.6% | 11.2µM* | 5.1% | ? | 3.2% | 19.8% |
